Nrf2 activator = Nrf2 pathway activation | AREc32 ARE-luciferase reporter (MCF7-derived line), luminescence, 24 h | Potency, µM (top dose mostly 46.1 µM), without a hit: top-dose activation, most hits filed as activators | 0.31% of 410,000 active | AID 624171; further: potency means the concentration at half of the fitted maximal effect; % of control where 0% means no effect; nearly all actives have a fitted effect of over 65% in size
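Luminescent ARE reporter assay in AREc32_Fluc cells: overnight plating at 37 deg C, 24 hr compound incubation, Steady-Glo added, 30 min RT before reading.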
EPAC2 antagonist = blocks human EPAC2 exchange factor; EPAC2 GEF exchange of Rap1B-BODIPY-GDP, fluorescence; Potency, µM (top dose mostly 114 µM), inactives show top-dose activity, negative = inhibition, usual class: inhibitors; 0.18% of 360,000 active; AID 720708; further: potency means the concentration at half of the fitted maximal effect; on the % scale 0 is the no-effect control and ±100 the full control effect; nearly all actives have a fitted effect of over 45% in size; many of its hits are not listed in these tables
Target sequence (Q8WZA2 whole entry, looked up): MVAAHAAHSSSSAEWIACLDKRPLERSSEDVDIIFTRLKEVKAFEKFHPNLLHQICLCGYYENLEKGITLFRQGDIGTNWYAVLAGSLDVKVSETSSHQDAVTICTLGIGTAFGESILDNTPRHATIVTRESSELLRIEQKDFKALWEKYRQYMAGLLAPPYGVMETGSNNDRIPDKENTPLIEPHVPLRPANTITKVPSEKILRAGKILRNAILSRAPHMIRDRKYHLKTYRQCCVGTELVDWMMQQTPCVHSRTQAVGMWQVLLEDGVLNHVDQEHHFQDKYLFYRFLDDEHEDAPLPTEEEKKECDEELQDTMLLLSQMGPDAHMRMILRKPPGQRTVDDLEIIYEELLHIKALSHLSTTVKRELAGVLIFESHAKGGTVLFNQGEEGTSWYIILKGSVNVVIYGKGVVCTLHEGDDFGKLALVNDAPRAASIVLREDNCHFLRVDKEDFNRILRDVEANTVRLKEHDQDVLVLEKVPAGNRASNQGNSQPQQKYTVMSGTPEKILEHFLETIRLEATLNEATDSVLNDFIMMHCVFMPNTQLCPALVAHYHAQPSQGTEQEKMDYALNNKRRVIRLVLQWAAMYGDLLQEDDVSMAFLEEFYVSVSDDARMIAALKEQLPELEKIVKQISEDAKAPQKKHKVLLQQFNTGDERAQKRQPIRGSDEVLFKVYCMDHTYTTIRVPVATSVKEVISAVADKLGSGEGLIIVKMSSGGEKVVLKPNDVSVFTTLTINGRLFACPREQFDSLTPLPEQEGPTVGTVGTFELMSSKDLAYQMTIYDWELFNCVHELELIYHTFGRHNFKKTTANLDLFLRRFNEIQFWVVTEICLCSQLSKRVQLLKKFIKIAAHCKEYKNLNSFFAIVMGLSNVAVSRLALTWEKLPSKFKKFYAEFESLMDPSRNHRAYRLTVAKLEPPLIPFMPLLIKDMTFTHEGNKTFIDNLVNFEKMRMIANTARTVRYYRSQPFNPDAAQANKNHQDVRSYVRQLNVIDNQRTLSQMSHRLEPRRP
Nrf2 block = inhibitors of Nrf2 signaling; A549 ARE-Fluc reporter, luciferase luminescence, 18-24 h; Potency, µM (top dose mostly 46 µM), inactives show at the top dose activity change, negative = inhibition, actives largely listed as inhibitors; 2.1% of 360,000 active; AID 504444; further: potency means the concentration at half of the fitted maximal effect; on the % scale 0 is the no-effect control and ±100 the full control effect; nearly all actives have a fitted effect of over 60% in size
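Reporter: ARE-Fluc in A549. Exposure: 18-24 h, 37 °C, 5% CO2, 5% FBS OPTI-MEM. Readouts: fluorescent cytotoxicity (CellTiter-Fluor), then luminescent Nrf2 signal after BugLite.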
pAkt inh = Akt phosphorylation inhibition | 0.32% of 360,000 active | Neuro2A IGF-stimulated pAkt S473 HTRF, 20 min; hits give low values | activity change, % for hits at 50 µM; in the data active means activity change below about -80%; inconclusive means mostly about -51% to -80%; further: on the % scale 0 is the no-effect control and ±100 the full control effect
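Single-point screen (50 µM final compound) in Neuro2A cells stimulated 20 min with 6 nM IGF at 37 deg C. After lysis, Ser473-phosphorylated Akt read by HTRF (ex 330 nm, em 615/665 nm) as the 665/615 ratio.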
CCT modulator = modulators of cytosolic chaperonin (CCT/TRiC) activity; purified chaperonin ATPase assay, HTRF ADP detection, 30 min; activity change, % (test concentration not listed), hits read low; 0.3% of 360,000 active; AID 651819; in the data active means activity change below about -30%; further: on the % scale 0 is the no-effect control and ±100 the full control effect
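We incubate TRiC, 40 or 20 nM final, with library compounds at 76 uM and 10 uM ATP for 30 min at 37 °C. ADP formed is detected with Transcreener HTRF reagents after 30 min at room temperature.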
MmCpn inh = blocks the Methanococcus maripaludis chaperonin Mm-Cpn | purified Mm-Cpn ATPase, ADP Transcreener TR-FRET | Potency, µM (highest dose often 76.9 µM), without a hit: at the highest dose activity, negative = inhibition, actives largely listed as inhibitors | 0.031% of 330,000 active; further: potency means the concentration at half of the fitted maximal effect; on the % scale 0 is the no-effect control and ±100 the full control effect; nearly all actives have a fitted effect of over 80% in size
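Quantitative HTS used 25 nM Mm-CPN and 10 uM ATP in magnesium/KCl Tris buffer, pH 7.4, with 1 mM DTT. Hydrolysis ran 30 min at 37°C; ADP was read by HTRF.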
TGFb SMAD3 inh = inhibitors of TGF-b signaling; HepG2 CAGA-GFP TGF-b/SMAD3 reporter, GFP fluorescence, 18 h; TGF-beta stimulated, 500 pg/mL final; Potency, µM (titrated, usually from 46.1 µM), without a hit: at the top dose activity, negative = inhibition, hits mostly inhibitors; 1.2% of 410,000 active; further: potency means the concentration at half of the fitted maximal effect; on the % scale 0 is the no-effect control and ±100 the full control effect; nearly all actives have a fitted effect of over 65% in size
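HEPG2 CAGA-GFP reporter cells (1000/well, DMEM with 1% FBS) received compounds, then recombinant TGF-beta at 500 pg/mL final for 18 hours at 37 degrees C. Per-cell GFP summed per well was normalised to unstimulated and stimulated DMSO controls before curve fitting.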
EPAC2 ag = activates human EPAC2 exchange factor; Q8WZA2; EPAC2 activation, biochemical qHTS; response scale: 100% = 6.5 mM cAMP response; Potency, µM (highest dose often 154 µM), for the others: at the top dose activation, actives largely listed as activators; 0.079% of 360,000 active; further: potency means the concentration at half of the fitted maximal effect; nearly all actives have a fitted effect of over 50% in size
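EPAC2 (100 nM) mixed with Rap1B loaded with BODIPY-GDP (250 nM) plus 50 uM unlabeled GDP; compounds pinned in, 5 min RT, then read every 5 min for 30 min (ex 480, em 540 nm). Normalized to cAMP control.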
A549 tox = kills or reduces viability of A549 cells in Nrf2 counter-screen; A549 ARE-Fluc cells, CellTiter-Fluor viability, 18-24 h; Potency, µM (highest dose often 46 µM), inactives show at the highest dose activity change, negative = cytotoxicity, most hits filed as inhibitors; 0.16% of 390,000 active; AID 504648; further: potency means the concentration at half of the fitted maximal effect; on the % scale 0 is the no-effect control and ±100 the full control effect
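A549 ARE_Fluc cells in 5% FBS OPTI-MEM were exposed to compounds in concentration-response for 18-24 h at 37 deg C. Viability was read by CellTiter-Fluor fluorescence (Ex 405/Em 525) after 30 min, before the luciferase read.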
Active calls of the source: *; i = inactive; ? = inconclusive; nt = not tested or not shown; & = joins results of further samples; [ ] = remark or other dose. Unless noted, the call rests on the fitted dose curve; in most records, active means well fitted curve in the direction sought with a large enough effect; inconclusive means small, poorly fitted or top-dose-only effect, or another doubt; inactive means no such curve, though single readings can be large; an effect the other way counts as inactive or inconclusive.

SMILES	Nrf2 activator	EPAC2 antagonist	Nrf2 block	pAkt inh	CCT modulator	MmCpn inh	TGFb SMAD3 inh	EPAC2 ag	A549 tox
C=C1C2C[C@H](O)C(C)(C)[C@@]2(O)[C@H](O)C[C@]23C[C@@](C)(O)[C@H](CC[C@H]12)[C@H]3O (some centres undefined)	0.0%	-2%	?	i	0.9	1%	?	-1%	-2%
C=CCn1c(=O)c2ccccc2n2c(SCc3nc4ccccc4s3)nnc12	26%	19%	?	i	-0.2	0%	7%	6%	-2%
CCOc1ccc(-c2nc3ccccc3c(=O)o2)cc1	2.3%&14%	2%	?	i	-3.4	-3%	-15%&31%	-4%	13%&4%
CC(C)c1nc2c(c(=O)c3ccccc3n2C)c(=O)n1-c1ccc(F)cc1	0.1%	3%	6%	i	-2.7	-21%	-9%	21%	1%
CC12CCC(C/C1=N/O)C2(C)CBr (centres undefined)	-0.7%	2%	-16%	i	-0.1	0%	12%	6%	-4%
CCOC(=O)CNC(=O)c1sc2ncnc(N3CCc4ccccc4C3)c2c1C	31%	-15%	-12%	i	0.9	?	-8%	0%	5%
CC(=O)Nc1cccc(NC(=O)CCCC(=O)O)c1	-0.8%	2%	-14%	i	-1.0	-1%	0%	-8%	nt
O=C(COc1ccc(Br)cc1)Nc1ccc(-c2nnc(-c3ccco3)o2)cc1	2.7%	3%	?	i	0.1	-7%	2%	-5%	-7%
COCCc1nn2c(=O)cc(COC(=O)COc3ccccc3C)nc2s1	0.1%	nt	?	nt	nt	nt	-2%	nt	3%
O=C(CSc1nnc(-c2cccnc2)n1CCc1ccccc1)N1CCCCC1	0.2%	15%	15%	i	0.9	2%	0%	-2%	19%
Cc1ccc(C(=O)NC2CCCCNC2=O)cc1 (centres undefined)	2.1%	1%	?	i	-8.4	1%	-1%	12%	8%
Cc1ccc2c(c1)cc(C(=O)NCc1ccccc1)n2C	-0.7%	0%	?	i	-0.1	-2%	2%	6%	1%
COC(=O)C1=C(O)/C(=C\c2ccc(CNS(=O)(=O)c3ccccc3)o2)N=C1C	2.1%	29%	3%	i	-2.3	-2%	1%	21%	-10%
O=C1CCCN1CCCNc1ccc(S(=O)(=O)N2CCCCC2)cn1	-0.3%	1%	10%	i	-2.6	-2%	-12%	12%	6%
CCOc1ccccc1N(CC(=O)NCC1CCCO1)C(=O)CNS(=O)(=O)c1ccccc1 (centres undefined)	-0.7%	14%	1%	i	0.7	0%	-15%	1%	0%
Nc1nnc(-c2ccccc2)s1	-0.8%	11%	2%	i	-1.2	0%	-7%	-4%	-3%
CCOc1ccccc1N1CC(C(=O)NNC(=O)c2cc(OC)c(OC)c(OC)c2)CC1=O (centres undefined)	2.0%	4%	4%	i	1.1	-6%	-3%	2%	-1%
CCCCNC(=O)C1(C)CCN1C(=O)c1ccncc1 (centres undefined)	0.3%[9.22 µM]	4%	nt	i	-1.4	nt	9%	8%	nt
C#CCN1c2ccccc2Sc2cccnc21	8.5%	?	?	i	1.6	-2%	?	12%	-6%
C=CCN1C(=O)c2ccc(C(=O)N3CCC(C(=O)OCC)CC3)cc2C1=O	2.3%	10%	7%	i	-3.8	0%	-22%	1%	-9%

2 successive entries from above, quoted:
SMILES	Nrf2 activator	EPAC2 antagonist	Nrf2 block	pAkt inh	CCT modulator	MmCpn inh	TGFb SMAD3 inh	EPAC2 ag	A549 tox
C#CCN1c2ccccc2Sc2cccnc21	8.5%	?	?	i	1.6	-2%	?	12%	-6%
C=CCN1C(=O)c2ccc(C(=O)N3CCC(C(=O)OCC)CC3)cc2C1=O	2.3%	10%	7%	i	-3.8	0%	-22%	1%	-9%

Next section.
SMILES	Nrf2 activator	EPAC2 antagonist	Nrf2 block	pAkt inh	CCT modulator	MmCpn inh	TGFb SMAD3 inh	EPAC2 ag	A549 tox
Cc1[nH]nc(-c2cccnc2)c1N=NN(C)C	-2.3%	-1%	?	i	-3.0	nt	?	-4%	?
CCCCCn1c(CN2CCN(c3cccc(Cl)c3)CC2)nc2c1c(=O)n(C)c(=O)n2C	0.1%	-9%	?	i	-0.9	0%	?	15%	-7%
Cc1ccc(N2CC(C(=O)Nc3ccc(S(=O)(=O)N4CCOCC4)cc3)CC2=O)cc1 (centres undefined)	-0.9%	-3%	-20%	i	-4.3	2%	-30%	6%	-8%
Cc1ccc2cccc(O)c2[n+]1[O-]	0.0%	12%	22%	i	-0.4	-1%	-2%	2%	0%
CCOC(=O)c1c(C)nn(-c2ncccc2NC(=O)CCC(=O)O)c1C	0.2%	-12%	-1%	i	0.8	-6%	2%	6%	1%
CC(=O)NC(c1cc(Cl)c2cccnc2c1O)C1CC1 (centres undefined)	-2.6%	-11%	20%	nt	nt	-1%&2%	1.6µM*	2%	5%
COc1ccc(/C=C/C(=O)c2ccc3c(c2)OCCO3)cc1[N+](=O)[O-]	?	-14%	?	i	0.3	0%	?	15%	?
Cc1cc(C(=O)COC(=O)c2ccc[nH]c2=O)c(C)n1-c1ccccc1	-3.3%	10%	?	i	-0.5	2%	16%	3%	0%
CC1=C(c2ccc(Cl)cc2)S(=O)(=O)N=C1N1CCN(c2cccc(C)c2)C(C)C1 (centres undefined)	0.5%	nt	23µM*	nt	nt	nt	-4%	nt	-4%
CC1(C(=O)OCC(=O)NNC(=O)COc2ccc(Cl)cc2)CC1(Cl)Cl (centres undefined)	-0.5%	-3%	2%	i	-2.3	-2%	22%	13%	-1%
COC(=O)c1ccc(CNC(=O)COC(=O)/C=C/c2ccc(O)c(OC)c2)cc1	6.1%	-1%	20%	i	-1.7	2%	-2%	8%	-4%
CC(C)OP(=O)(OC(C)C)C(NC(=O)c1ccc(Br)cc1)c1ccccc1 (centres undefined)	-0.6%	-18%	?	i	-2.4	-1%	16%	6%	-30%
CC1N(C(=O)N2CCOCC2)CCN1S(=O)(=O)c1ccc(Cl)cc1 (centres undefined)	-0.4%	2%	-3%	i	-1.3	-3%	2%	7%	-3%
O=C(c1[nH]c(C(F)(F)F)nc1-c1ccccc1)N1CCC2(CC1)C(=O)NCN2c1ccccc1	-1.2%	9%	nt	i	-0.2	nt	-16%	6%	nt
CN(C)c1ccc(S(=O)(=O)NCC(=O)OCC(=O)NC(=O)C2CCCCC2)cc1[N+](=O)[O-]	-0.2%	?	9%	i	0.1	-2%	0%	6%	10%
Cc1noc(C)c1NC(=O)Nc1ccc2c(c1)C(=O)N([C@@H](C)CO)C[C@@H](C)[C@@H](CN(C)Cc1ccc3c(c1)OCO3)O2	3.9%	7%	2%	i	-2.1	1%	5%	10%	9%
CC(C)(C)NC(=O)C(Cc1ccccc1)NS(=O)(=O)c1cccc2nsnc12 (centres undefined)	-0.2%	-6%	-20%	i	-0.5	0%	-7%	4%	?
CCOc1cc(CNC(C)(C)C)ccc1OCC(=O)Nc1cccc(C(F)(F)F)c1	-0.5%	12%	-4%	i	0.4	1%	12%	4%	3%
O=C(CSc1nncn1-c1ccccc1)NCc1cccs1	0.1%	7%	1%	i	0.6	0%	5%	-2%	12%
COCCCNC(=O)CCn1c(=O)c2ccccc2n(CC(=O)Nc2cc(Cl)ccc2OC)c1=O	-1.4%	nt	-14%	nt	nt	nt	0%	nt	0%
CC1(C)OC(C(O)(c2ccccc2)c2ccccc2)[C@@H](C(O)(c2ccccc2)c2ccccc2)O1 (some centres undefined)	0.4%	-11%	6%	i	0.5	-2%	4%	-8%	10%
COc1ccccc1-n1cc(-c2ccc(Br)cc2)[nH]c1=S	9.8%	0%	4%	i	0.0	-3%	21%	3%	4%
COc1ccc(-n2nc3c(N4CCCC(C(=O)NCc5cccc(F)c5)C4)nnc(C)c3c2C)cc1 (centres undefined)	0.6%	nt	-7%	nt	nt	nt	?	nt	?
CCn1cc(SCC(N)=O)c2ccccc21	-0.2%	8%	3%	i	0.8	1%	0%	-4%	3%
CCOC(=O)CSc1nc2ccc(S(=O)(=O)N3CCOCC3)cc2[nH]1	0.2%	-3%	8%	i	1.8	0%	0%	8%	-3%
O=C(NCCCn1ccnc1)c1ccc2nccnc2c1	0.2%	7%	?	i	-1.3	2%	-7%	9%	-2%
CCn1c(=O)n(CC)c2cc(N3CCCC3)c(NC(=O)c3cccc(OC)c3)cc21	0.5%	-2%	-3%	i	-1.0	1%	-22%	17%	-3%
CC(C)(C)OC(=O)N[C@@H](Cc1ccccc1)C(=O)N[C@@H](CO)[C@H](O)[C@@H]1C[C@@H]1C(=O)NC1CCCCC1	-0.5%	-3%	1%	i	-1.2	-4%	?	-2%	0%

8 compounds already listed, ordered by count of non-hydrogen atoms, largest number first.
SMILES	Nrf2 activator	EPAC2 antagonist	Nrf2 block	pAkt inh	CCT modulator	MmCpn inh	TGFb SMAD3 inh	EPAC2 ag	A549 tox
COc1ccc(-n2nc3c(N4CCCC(C(=O)NCc5cccc(F)c5)C4)nnc(C)c3c2C)cc1 (centres undefined)	0.6%	nt	-7%	nt	nt	nt	?	nt	?
CCOc1ccccc1N(CC(=O)NCC1CCCO1)C(=O)CNS(=O)(=O)c1ccccc1 (centres undefined)	-0.7%	14%	1%	i	0.7	0%	-15%	1%	0%
CCCCCn1c(CN2CCN(c3cccc(Cl)c3)CC2)nc2c1c(=O)n(C)c(=O)n2C	0.1%	-9%	?	i	-0.9	0%	?	15%	-7%
CCOC(=O)c1c(C)nn(-c2ncccc2NC(=O)CCC(=O)O)c1C	0.2%	-12%	-1%	i	0.8	-6%	2%	6%	1%
CC1(C(=O)OCC(=O)NNC(=O)COc2ccc(Cl)cc2)CC1(Cl)Cl (centres undefined)	-0.5%	-3%	2%	i	-2.3	-2%	22%	13%	-1%
CC1N(C(=O)N2CCOCC2)CCN1S(=O)(=O)c1ccc(Cl)cc1 (centres undefined)	-0.4%	2%	-3%	i	-1.3	-3%	2%	7%	-3%
O=C(NCCCn1ccnc1)c1ccc2nccnc2c1	0.2%	7%	?	i	-1.3	2%	-7%	9%	-2%
Nc1nnc(-c2ccccc2)s1	-0.8%	11%	2%	i	-1.2	0%	-7%	-4%	-3%

From PubChem BioAssay

The list is partial; rates above refer to the full screens.
